Bioassay records (PubChem)
HTT cytoprotect = qHTS Multiplex Assay to Identify Dual Action Probes in a Cell Model of Huntington: Cytoprotection (ATP). PC12 HTT-Q103 induced, cytoprotection, ATP luminescence, 40 h. Potency, µM (doses to about 56.4 µM), inactives show cytoprotection (ATP increase), actives largely listed as activators. actives 0.14% (n = 230,000). AID 1471, 2008;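 further: % of control where 0% means no effect; nearly all actives have a fitted effect of over 45% in size; toxic huntingtin expression switched on by the ecdysone agonist tebufenozide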
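Rat PC12, Q103 Htt exon1-GFP fusion, ecdysone promoter; tebufenozide inducer 100 nM final; compound titration; qHTS, 1500 cells/well; ATPlite luminescent read.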
Tau FP inhib = qHTS for Inhibitors of Tau Fibril Formation, Fluorescence Polarization | K18 P301L tau heparin fibrillization, Alexa594 FP, 6 h | actives 0.39% (n = 280,000) | Potency, µM (top dose mostly 57.7 µM), without a hit: at the highest dose activity, negative = inhibition, usual class: inhibitors | Microtubule-associated protein tau (Homo sapiens), P10636; further: on the % scale 0 is the no-effect control and ±100 the full control effect; nearly all actives have a fitted effect of over 55% in size
Target sequence (P10636 561-689 P618L limits assumed): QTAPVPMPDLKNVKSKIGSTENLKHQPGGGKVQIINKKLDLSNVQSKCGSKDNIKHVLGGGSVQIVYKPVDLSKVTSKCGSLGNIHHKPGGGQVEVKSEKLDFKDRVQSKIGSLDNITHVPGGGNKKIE
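Quantitative HTS format: compounds meet 15 uM recombinant K18 P301L tau and Alexa 594-tau tracer in 100 mM sodium acetate pH 7; 20 uM heparin triggers fibrillization at 37 C over 6 hr; FP gives the signal.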
L3MBTL1 block = qHTS Assay for the Inhibitors of L3MBTL1. Lethal(3)malignant brain tumor-like protein 1 (Homo sapiens), Q9Y468. AlphaScreen L3MBTL1–H3K9me1 peptide binding. Potency, µM (series often up to 57.1 µM), for the others: top-dose activity, negative = inhibition, usual class: inhibitors. actives 0.66% (n = 230,000). AID 485360, 2010; further: on the % scale 0 is the no-effect control and ±100 the full control effect; nearly all actives have a fitted effect of over 60% in size
Target sequence (Q9Y468 whole entry, looked up): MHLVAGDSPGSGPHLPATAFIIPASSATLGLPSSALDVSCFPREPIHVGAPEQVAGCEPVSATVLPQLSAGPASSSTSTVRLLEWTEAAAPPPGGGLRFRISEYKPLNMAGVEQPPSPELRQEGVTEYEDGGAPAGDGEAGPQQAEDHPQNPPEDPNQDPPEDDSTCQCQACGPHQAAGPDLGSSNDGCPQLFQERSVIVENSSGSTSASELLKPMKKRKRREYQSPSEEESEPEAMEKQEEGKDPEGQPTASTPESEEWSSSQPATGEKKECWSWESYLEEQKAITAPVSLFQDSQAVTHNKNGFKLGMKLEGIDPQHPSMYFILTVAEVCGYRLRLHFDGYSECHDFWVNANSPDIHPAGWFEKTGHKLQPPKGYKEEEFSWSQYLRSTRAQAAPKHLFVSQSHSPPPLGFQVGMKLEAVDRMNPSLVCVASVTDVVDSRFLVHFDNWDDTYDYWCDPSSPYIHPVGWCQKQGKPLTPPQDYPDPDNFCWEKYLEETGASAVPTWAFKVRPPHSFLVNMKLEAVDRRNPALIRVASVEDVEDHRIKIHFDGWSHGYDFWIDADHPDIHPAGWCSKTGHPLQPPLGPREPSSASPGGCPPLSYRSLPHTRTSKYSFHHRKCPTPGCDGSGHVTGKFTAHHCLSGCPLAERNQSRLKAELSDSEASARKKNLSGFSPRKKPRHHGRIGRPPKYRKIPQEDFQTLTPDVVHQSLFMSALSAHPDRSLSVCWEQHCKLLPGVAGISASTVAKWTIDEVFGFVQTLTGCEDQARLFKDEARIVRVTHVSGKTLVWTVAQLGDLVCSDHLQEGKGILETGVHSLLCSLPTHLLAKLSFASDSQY
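AlphaScreen proximity signal between nickel-chelate acceptor and streptavidin donor beads (final 10 ug/mL) reports binding of 50 nM L3MBTL1 to 75 nM biotin-H3 K9me1 peptide; complex incubated with compounds 30 min at room temperature; cefsulodin titration as control.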
TRb SRC2 PPI = qHTS for Inhibitors of the Interaction of Thyroid Hormone Receptor and Steroid Receptor Coregulator 2 | TRbeta-SRC2 peptide binding, fluorescence polarization; receptor liganded with 1 µM T3 | AID 1469, 2008 | Thyroid hormone receptor beta (Homo sapiens), P10828 | Potency, µM (titrated, usually from 106 µM), inactives show at the highest dose activity change, negative = inhibition, usual class: inhibitors | actives 0.065% (n = 280,000);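 further: plate controls were bound peptide for no effect and peptide without receptor for full effect; nearly all actives have a fitted effect of over 50% in size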
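Each compound concentration gave % activity, normalized to unbound and bound Texas Red SRC2 controls, from polarization read after 5 hr ambient incubation with T3-loaded human TRb LBD.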
Tau fluor counter = Counterscreen qHTS for Inhibitors of Tau Fibril Formation, Fluorescence Polarization; tau K18 P301L Alexa594 fluorescence, heparin fibrillization; Potency, µM (highest dose often 57.7 µM), without a hit: top-dose activity change, negative = decrease; actives 0.93% (n = 280,000); AID 1463, 2008; further: on the % scale 0 is the no-effect control and ±100 the full control effect; nearly all actives have a fitted effect of over 55% in size
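Human K18 P301L tau (15 uM unlabeled plus 0.24 uM Alexa 594-labeled, final) in 100 mM sodium acetate pH 7 was mixed with compound and 20 uM heparin and incubated 6 hr at 37 C.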
TR SRC2 fluor cs = Total Fluorescence Counterscreen for Inhibitors of the Interaction of Thyroid Hormone Receptor and Steroid Receptor Coregulator 2. AID 1479, 2009. actives 0.29% (n = 280,000). TRb/SRC2 Texas Red total fluorescence interference. Potency, µM (doses to about 106 µM), for inactives: top-dose fluorescence change, negative = quenching; active means well fitted curve in either direction with a large enough effect; inconclusive means small, poorly fitted or top-dose-only effect; further: on the % scale 0 is the no-effect control and ±100 the full control effect
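Human TRb ligand-binding domain at 0.6 uM with 20 nM Texas Red SRC2 peptide in Tris buffer containing 1 uM T3 and 5% DMSO, incubated with compound 5 h at ambient temperature. Total fluorescence (555/632 nm) calculated as parallel + 2 × perpendicular.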
Tau fibril ThT = qHTS for Inhibitors of Tau Fibril Formation, Thioflavin T Binding | recombinant tau K18 P301L (four-repeat tau fragment), heparin-induced fibrillization, ThT fluorescence | Potency, µM (highest dose often 57.4 µM), for inactives: top-dose activity, negative = inhibition, usual class: inhibitors | actives 2.1% (n = 270,000) | Microtubule-associated protein tau (Homo sapiens), P10636; further: on the % scale 0 is the no-effect control and ±100 the full control effect; nearly all actives have a fitted effect of over 55% in size
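In this qHTS, human K18 P301L tau is incubated with compound and heparin for 6 hr at 37 C, and Thioflavin T fluorescence then reports fibril load.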
RECQ1 helicase = qHTS Assay for Inhibitors of RecQ-Like Dna Helicase 1 (RECQ1); ATP-dependent DNA helicase Q1 (Homo sapiens), P46063; RECQ1 DNA unwinding, red fluorescence kinetic read; Potency, µM (doses to about 57.3 µM), for the others: at the top dose activity, negative = inhibition, most hits filed as inhibitors; actives 0.54% (n = 240,000);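 further: plate controls were vehicle for no effect and no enzyme for full effect; nearly all actives have a fitted effect of over 30% in size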
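50 nM RECQ1T1 preincubated 15 min with compound in Tris pH 8.0 buffer with MgCl2, DTT, Tween-20 and 2.5 ug/ml poly(dI-dC); started with 200 nM TAMRA/BHQ-2 forked duplex and 2 mM ATP. Unwinding read as fluorescence (525/598 nm), two reads 2 h apart.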
Starred values were filed as active, the others as inactive; i = inactive; ? = inconclusive; nt = not tested or not shown; & = joins results of further samples; [ ] = remark or other dose. Unless noted, the call rests on the fitted dose curve; in most records, active means well fitted curve in the direction sought with a large enough effect; inconclusive means small, poorly fitted or top-dose-only effect, or another doubt; inactive means no such curve, though single readings can be large; an effect the other way counts as inactive or inconclusive. Potency means the concentration at half of the fitted maximal effect. Some of the compounds tested (hit frequency here may not be typical).

canonical_smiles | HTT cytoprotect | Tau FP inhib | L3MBTL1 block | TRb SRC2 PPI | Tau fluor counter | TR SRC2 fluor cs | Tau fibril ThT | RECQ1 helicase
O=C(NCc1cccnc1)c1ccc([N+](=O)[O-])o1 | 34%[10 µM] | -6% | 5% | 5% | -9% | 5% | -8% | -9%
COc1ccc(NC(=O)C2CCCN(S(=O)(=O)c3cccnc3)C2)cc1 (centres undefined) | 7% | 3% | 5% | -6% | -5% | 3% | -10% | 7%
CCNc1nc(NC(C)(C)C)nc(Oc2ccc(=O)n(-c3ccccc3)n2)n1 | nt | -4%&-10% | 47%[activator] | -8%&-7% | 2%&-11% | -5%&-2% | 0%&-1% | i
COc1ccccc1NC(=O)c1c(Nc2ccccc2F)sc(C(=O)Nc2cccc(Cl)c2)c1N | 6%[10 µM] | ? | -24% | 2% | ? | -1% | -11% | -18%
Cc1ccc2c(c1)C(c1ccccc1)N(C(=O)c1ccccc1F)CC(=O)N2 (centres undefined) | nt | 0% | nt | 2% | -10% | -3% | -7% | nt
O=C(O)Cn1c(=O)cnc2ccccc21 | 7% | 7% | nt | 8% | 2% | 3% | 8% | i
Cc1cccc(C(=O)Nc2c(C#N)c(C)c(C)n2Cc2ccccc2)c1 | 10%[10 µM] | 0% | -8% | -18% | -5% | 2% | -2% | -18%
CC1CN(c2cc(=O)n(-c3cccc(Br)c3)c(=O)[nH]2)CC(C)O1 (centres undefined) | 6% | 0% | 0% | 1% | 4% | -3% | -11% | -2%
COCCNC(=O)c1cc(S(=O)(=O)N2CCOCC2)ccc1SCc1cccc(OC)c1OC | -5% | -6% | nt | -4% | -12% | -2% | -6% | -6%
Cc1ccc(NC(=O)CSc2nc(NS(=O)(=O)c3ccc(C)cc3)cc(=O)[nH]2)cc1 | 12% | ? | nt | 4% | -16% | -4% | -20% | ?
CC(=O)NC1=NN(C(C)=O)C2(CCCCC2)S1 | 3%[10 µM] | 1% | 6% | -1% | -5% | -2% | -10% | 0%
CCCN1Cc2cccc(C(=O)Nc3ccc(S(=O)(=O)N4CCCCCC4)cc3)c2C1=O | -2% | -7% | 1% | -2% | -10% | 3% | -10% | i
NS(=O)(=O)c1cc(C(=O)OCC(=O)c2ccc3c(c2)OCCO3)ccc1Cl | 24%[10 µM] | -2% | 9% | 4% | -8% | 1% | -14% | i
N#Cc1c(Nc2cccc(F)c2)sc2c(O)cc(=O)[nH]c12 | -25% | 3% | ? | 6% | ? | -1% | ? | -4%
c1ccc(Cn2cc(CN3CCCCO3)c(-c3ccc4c(c3)OCO4)n2)cc1 | -25%[10 µM] | 2% | -4% | 0% | 0% | 2% | -2% | i
Clc1ccc(CSc2nnc([C@@H]3CCCN3)o2)cc1 | -12%[0.074 µM] | 0% | 2% | -6% | -2% | -1% | -3% | -1%
O=c1c(Cc2ccc(F)cc2)c(O)ccn1C1CC1 | 10%[10 µM] | -4% | -7% | -1% | -8% | -7% | -4% | -5%
Cc1ccc(C(=O)Nc2cc3cc(Cl)ccc3oc2=O)cc1 | nt | -2% | nt | -1% | 2% | -13% | -10% | nt
COc1cc(NS(=O)(=O)c2ccc(NC(=O)C(C)Oc3ccc(Cl)cc3Cl)cc2)nc(OC)n1 (centres undefined) | nt | -5% | nt | 2% | -14% | -2% | -12% | nt
CC(C)Cn1c2c(c(O)c(C(=O)Nc3ncccc3O)c1=O)CCCC2 | 6%[10 µM] | 0% | -10% | 5% | -18% | 0% | ? | i
COCCCNC(=O)Cn1c(=O)n(-c2ccccc2)c(=O)c2c1c1cc(OC)ccc1n2C | nt | -2% | nt | -5% | -6% | -1% | 5% | nt
O=C(N/N=C/c1ccccn1)c1ccco1 | -14% | 4% | 2% | -10% | -4% | -2% | -12% | -4%
O=C(c1c[nH]c2ccc(S(=O)(=O)Nc3ccccc3F)cc2c1=O)N1CCCCCC1 | nt | -10% | nt | 5% | -8% | 1% | -4% | nt
COc1ccc2c(c1)OCC(Cc1ccc(OC)c(OC)c1)C2O (centres undefined) | nt | -6%&-9% | nt | -3%&-2% | -10%&-11% | 0%&-1% | -11%&-2% | -8%&-12%
Cc1cc(C)c(C)c(S(=O)(=O)N[C@@H](C)C(=O)OCC(N)=O)c1C | -28% | -3% | 9% | -6% | -1% | -2% | -3% | 0%

canonical_smiles | HTT cytoprotect | Tau FP inhib | L3MBTL1 block | TRb SRC2 PPI | Tau fluor counter | TR SRC2 fluor cs | Tau fibril ThT | RECQ1 helicase
COc1ccc(CCNC(=O)Cn2c(-c3cccs3)cc3cc(F)ccc32)cc1OC | nt | -4% | nt | -7% | -29% | -1% | -8% | nt
COC(=O)[C@@]1(Cc2ccc(F)cc2)[C@@H]2C(=CC(=O)[C@H]2CC(=O)C(=O)N(C)C)CN1C(=O)c1ccccc1 | 4µM* | 3% | nt | -2% | -4% | 1% | ? | i
CC1=NN(C(C#N)c2ccccc2)C(C)(C)C1 (centres undefined) | 4%[10 µM] | 0% | 62%[activator] | -10% | -5% | -10% | 3% | -7%
C#CCOCCOCCOCCNc1nc(N2CCN(C(=O)C([C@@H](C)CC)n3cc(C(N)Cc4ccc(O)cc4)nn3)CC2)nc(N2CCN(C(=O)[C@H](CCC(=O)O)n3cc(C(N)Cc4ccc(O)cc4)nn3)CC2)n1 (some centres undefined) | -2%[10 µM] | 4% | -26% | -1% | -2% | -2% | -1% | -9%
CS(=O)(=O)N1CCN(c2ccccc2NC(=O)c2cccnc2)CC1 | 6%[10 µM] | 8% | 6% | -10% | 4% | 0% | 5% | -13%
COc1ccccc1S(=O)(=O)Cc1ccc(C(=O)NCCN2CCCC2)o1 | 1% | -4% | -2% | -12% | -8% | 2% | -7% | 1%
Cc1nc(C(=O)N2CCc3c([nH]c4ccccc34)C2c2cc(F)ccc2F)cs1 (centres undefined) | -68%[inhibitor] | 10% | -20% | 2% | -10% | -7% | -10% | i
O=C(C1CCN(c2ccc(N3CCOCC3)nn2)CC1)N1CCN(c2ccc(F)cc2)CC1 | 1% | 1% | -1% | -4% | -8% | -2% | ? | i
CCO[C@@H]1OC(C(=O)N2CCCCCCC2)=C[C@H](c2cn(C(C)=O)c3ccccc23)[C@H]1CCCO | -14%[10 µM] | 2% | 4% | -1% | 0% | 0% | -9% | -3%
Cc1ccsc1/C=N/NC(=O)c1c[nH]c2ccccc12 | -10% | 6% | 3% | 7% | -19% | -2% | ? | i
CN(CCc1ccccn1)S(=O)(=O)c1ccccc1F | 4% | 5% | 2% | -10% | -2% | -1% | -2% | -5%
COc1ccc(C2(CNC(=O)C(=O)Nc3ccc(C)c(Cl)c3)CCCC2)cc1OC | nt | 4% | nt | -6% | -9% | -1% | -4% | nt
CC(Sc1nnc2c(n1)C1(C)CCC2C1(C)C)C(=O)Nc1ccccc1 (centres undefined) | 27% | -5% | 1% | -3% | 0% | 2% | 0% | -15%
CC(C)(C)SCCNC(=O)CN(c1ccccc1)S(=O)(=O)c1ccc(F)cc1 | -7%[10 µM] | -5% | 5% | -8% | -1% | 0% | 1% | -5%
CN(C)CCCNCC(=O)Nc1ccccc1N1CCOCC1 | -6% | 0% | nt | -3% | -6% | -4% | -6% | -9%
Cc1ccc(SCCNC(=O)/C=C/c2ccc(Cl)cc2)cc1 | -3%[10 µM] | 5% | 42%[activator] | 1% | 1% | 2% | 2% | 0%
CCCCNC(=O)NS(=O)(=O)c1ccc(C(=O)OC)o1 | -19% | 1% | 2% | -7% | 2% | -1% | -3% | i
CCOc1cc(/C=N/Nc2nc(N3CCCCC3)nc(N3CCCCC3)n2)ccc1OC(=O)c1ccco1 | -25% | -2% | nt | -2% | -19% | -1% | -11% | 1%
COc1ccc(-c2ncc3ccccn23)cc1 | -20% | -2% | ? | 5% | -10% | 0% | -15% | -12%
COc1ccc(NC(=O)Cn2c(C)cc3ccccc3c2=O)c(OC)c1 | nt | -5% | nt | -6% | -19% | -1% | ? | nt
O=C(O)c1ccc2nc(-c3cc4cc(F)ccc4oc3=O)[nH]c2c1 | nt | -5% | nt | -9% | -12% | -7% | ? | nt
COc1cccc(NC(=O)CSc2nnc(Cn3cnc([N+](=O)[O-])n3)n2C)c1 | -7%[10 µM] | 11% | 1% | -13% | -1% | 1% | -2% | 8%
O=[N+]([O-])c1cc2c(cc1/C=N/n1c(-c3ccccc3)n[nH]c1=S)OCO2 | -22% | 7% | -26% | 10% | -19% | 0% | ? | -13%
COc1ccccc1NC(=O)C(=N\O)/C(C)=N/O | 35%[10 µM] | -1% | 1% | -5% | 1% | -2% | -2% | -6%

Whole records, quoted from the list. Screens in order: HTT cytoprotect, Tau FP inhib, L3MBTL1 block, TRb SRC2 PPI, Tau fluor counter, TR SRC2 fluor cs, Tau fibril ThT, RECQ1 helicase
Profile of COc1ccccc1S(=O)(=O)Cc1ccc(C(=O)NCCN2CCCC2)o1 = 1%, -4%, -2%, -12%, -8%, 2%, -7%, 1%
Profile of CC1=NN(C(C#N)c2ccccc2)C(C)(C)C1 (centres undefined) = 4%[10 µM], 0%, 62%[activator], -10%, -5%, -10%, 3%, -7%
Profile of CCCCNC(=O)NS(=O)(=O)c1ccc(C(=O)OC)o1 = -19%, 1%, 2%, -7%, 2%, -1%, -3%, i
